Mdm2-MdmX inh = inhibitors of human Mdm2/MdmX interaction; 3% of 330,000 active; inhibition, % at 8 µM; SaOS-2 split-luciferase Mdm2/MdmX complementation, luminescence; O15151+Q00987;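 active = inhibition of at least 50% at 8 µM in the primary screen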
CHOP UPR activ = activators of apoptotic arm of unfolded protein response (CHOP); 0.34% of 330,000 active; activation, % at 10 µM; CHO-CHOP luciferase reporter, UPR activation, luminescence; percent of tunicamycin response over DMSO baseline;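 active = at 10 µM dose, activation of 40% or more, normalized to positive control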;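 note: 100% = tunicamycin at 10 µg/mL and 0% = DMSO alone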
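Test system: CHO-CHOP cells, stable luciferase reporter of PERK-eIF2a-CHOP signalling | Quantity: 500 CHO-CHOP cells per well | Buffer or medium: F12 plus 10% serum | Compound dosing: 10 µM single point, 0.5% DMSO | Schedule: 6 h compound treatment, 37 °C | Signal: Luciferase luminescence | Control set: Tunicamycin high control, DMSO low control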
CXCR6 inh = blocks human CXCR6 beta-arrestin recruitment | CHO-K1 PathHunter CXCR6 beta-arrestin, luminescence | inhibition, % at 20 µM | 0.36% of 360,000 active | AID 602244; in the data active = inhibition above about 34%, passing the limit was not always enough;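 note: antagonist mode with CXCL16 agonist at 10 nM final; 0% = 10 nM CXCL16 with DMSO and 100% = unstimulated wells without agonist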
Target sequence (O00574 whole entry, looked up): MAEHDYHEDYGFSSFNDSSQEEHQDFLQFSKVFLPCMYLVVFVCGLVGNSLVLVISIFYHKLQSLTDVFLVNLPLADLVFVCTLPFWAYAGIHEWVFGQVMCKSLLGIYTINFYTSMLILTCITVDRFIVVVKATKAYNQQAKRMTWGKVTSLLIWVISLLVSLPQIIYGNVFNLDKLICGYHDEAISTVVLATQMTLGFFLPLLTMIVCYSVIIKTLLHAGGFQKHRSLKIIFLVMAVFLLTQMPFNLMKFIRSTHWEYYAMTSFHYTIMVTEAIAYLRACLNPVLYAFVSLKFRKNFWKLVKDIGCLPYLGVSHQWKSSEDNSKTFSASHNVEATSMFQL
697 NFkB inh = lowers PMA/ionomycin-induced NF-kB signal in 697 B cells; inhibition, % at 4 µM; AID 435022; 0.33% of 330,000 active; 697 B-cell NF-kB luciferase reporter, 16 h; in the data active = inhibition above about 35%
Gli-Sufu block = antagonists of Gli-Sufu signaling; 0.74% of 340,000 active; inhibition, % at 5 µM; Sufu-KO-LIGHT fibroblasts, Gli luciferase reporter luminescence;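 active = inhibition above about 55%, limit read from the data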;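 note: 0% = DMSO-treated cells and 100% = wells with medium but no cells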
CCR6 antag = antagonists of human CCR6 receptor | P51684 | CHO-K1 CCR6 PathHunter beta-arrestin, luminescence, CCL20-stimulated | inhibition, % at 20 µM | 0.49% of 340,000 active | AID 493098;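 active = compounds whose inhibition of the agonist-driven luminescence signal at 20 µM reaches about 50%, limit read from the data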;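 note: cells stimulated with CCL20 at 14 nM final; plate controls were DMSO with CCL20 for no effect and DMSO without agonist for full effect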
Target sequence (P51684 whole entry, looked up): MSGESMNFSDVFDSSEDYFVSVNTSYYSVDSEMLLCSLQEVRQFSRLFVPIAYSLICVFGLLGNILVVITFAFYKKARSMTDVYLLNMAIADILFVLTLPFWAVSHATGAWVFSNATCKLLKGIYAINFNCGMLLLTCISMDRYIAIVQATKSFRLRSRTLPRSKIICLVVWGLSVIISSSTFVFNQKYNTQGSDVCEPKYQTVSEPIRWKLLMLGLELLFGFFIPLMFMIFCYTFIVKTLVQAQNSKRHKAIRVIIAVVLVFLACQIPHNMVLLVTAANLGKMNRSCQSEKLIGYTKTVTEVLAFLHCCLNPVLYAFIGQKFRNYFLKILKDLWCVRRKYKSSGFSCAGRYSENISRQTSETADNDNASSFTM
XBP1 UPR activ = adaptive UPR (XBP1) activation. CHO-XBP1 luciferase reporter, IRE1-XBP1 UPR activation, luminescence; percent of tunicamycin response, DMSO as zero. activation, % at 20 µM. 0.33% of 330,000 active;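 active = versus positive control, 20 µM dose yields 30% or more activation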;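 note: 100% = tunicamycin at 10 µg/mL and 0% = DMSO only wells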
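Test system: CHO-XBP1 luciferase reporter cells | Buffer or medium: Serum-containing F12 medium, 10% FBS | Schedule: 6 h compound exposure at 37 °C, 5% CO2 | Detection: Steady-Glo luciferase glow luminescence, 10 min after reagent addition | Read-out basis: Activation, % of tunicamycin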
Jurkat NFkB inh = inhibitors of the PMA/ionomycin-induced NF-kB reporter in Jurkat cells; PMA/ionomycin-induced NF-kB luciferase reporter, luminescence; inhibition, % at 4 µM; 0.53% of 330,000 active; AID 435003; in the data active = inhibition above about 50%
EBI2 block = antagonists of human EBI2 receptor; P32249; EBI2 beta-arrestin recruitment, luminescence, 7a,25-OHC stimulated; inhibition, % at 5 µM; 0.81% of 360,000 active; in the data active = inhibition above about 38%;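 note: enzyme fragment complementation signal reports receptor beta-arrestin coupling in cells; 0% = agonist plus DMSO wells and 100% = wells without agonist; some results beyond the cut were filed as inactive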
Target sequence (P32249 whole entry, looked up, the tested form may be a part): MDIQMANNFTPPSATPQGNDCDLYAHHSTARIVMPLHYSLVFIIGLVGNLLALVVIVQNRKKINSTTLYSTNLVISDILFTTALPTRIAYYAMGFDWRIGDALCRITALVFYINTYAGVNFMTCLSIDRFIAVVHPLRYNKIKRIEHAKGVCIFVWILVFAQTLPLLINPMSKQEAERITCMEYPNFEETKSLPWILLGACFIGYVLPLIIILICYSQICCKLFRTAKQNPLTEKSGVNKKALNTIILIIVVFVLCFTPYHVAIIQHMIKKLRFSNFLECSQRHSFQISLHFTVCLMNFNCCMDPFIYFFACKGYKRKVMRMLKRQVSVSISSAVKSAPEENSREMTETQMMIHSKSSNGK
The depositor's hits bear a star; · = not tested or not shown.

#	mol	EBI2 block	Mdm2-MdmX inh	XBP1 UPR activ	CXCR6 inh	Jurkat NFkB inh	CHOP UPR activ	697 NFkB inh	CCR6 antag	Gli-Sufu block
1	Cc1ccc(C(=O)N/N=C\c2ccc(-c3ccc([N+](=O)[O-])cc3)o2)cn1	-2	29	3	-2	-15	-0.3	-33	-10	-12
2	O=C(NNC(=O)c1cccc(-n2cccc2)c1)c1ccc(F)cc1	-5	-2	-4	6	-3	1.4	11	18	-6
3	C/C(=N\Nc1ccc(C(=O)O)cc1)c1ccc2c(c1)Nc1ccccc1S2	-4	20	-3	-7	-18	2.9	-6	-5	-24
4	CC(NC(=O)c1ccccc1)C(=O)NC1CCCc2ccccc21 (stereo unspecified)	6	11	0	-3	-9	0.4	-5	2	-7
5	CCCCc1nc2cc(C(=O)N3CCCC(COC)C3)ccc2o1 (stereo unspecified)	-16	-19	1	-7	-38	5.5	-35	6	-20
6	CC(C)n1c(-c2cccnc2)nc2cnccc21	-13	36	0	-4	-14	0.6	-3	-8	3
7	CCCNC(=O)C1CC(c2ccccc2C(F)(F)F)=NO1 (stereo unspecified)	-2	20	1	-4	-6	-0.2	1	12	-5
8	C=CCNCCOc1cccc(Br)c1	3	18	-1	9	-1	-0.6	-2	19	·
9	CC1CCCC(C)N1C(=O)c1cccc2c1-c1ccccc1/C2=N/O (stereo unspecified)	4	31	-3	9	-1	-2.8	5	-1	3
10	CCN(CC)S(=O)(=O)c1ccc(N2CCOCC2)c(NC(=O)c2ccccc2F)c1	5	19	-2	4	-6	0.1	3	7	24
11	COc1ccc(CCN2CCCC(CN(C)C(=O)c3ccoc3)C2)cc1 (stereo unspecified)	13	-54	-1	4	-79	3.1	-95	1	-12
12	O=C(Cc1ccc(NC(=O)C2CCCN(C(=O)C3CCC3)C2)cc1)Nc1cccc(C(=O)N2CCCCC2)c1 (stereo unspecified)	-9	·	·	-1	·	·	·	-1	2
13	Cc1ccc(OC(=O)c2ccc(Cl)c([N+](=O)[O-])c2)cn1	5	-6	3	30	-3	3.1	-4	20	0
14	Cc1cc(=O)n2nc(N3CCCC(C(=O)NC4CCCCC4C)C3)sc2n1 (stereo unspecified)	0	6	-2	-8	-8	0.3	26	0	8
15	O=C(CSc1nnc(-c2ccncc2)o1)Nc1cccc(F)c1	-11	-7	4	-1	-35	16	-6	9	-12
16	O=C(Nc1nccs1)c1ccc(COc2ccc(Cl)cc2)o1	3	9	-4	2	-6	1.2	2	15	4

Pulled one by one from the list above, four records:
#	mol	EBI2 block	Mdm2-MdmX inh	XBP1 UPR activ	CXCR6 inh	Jurkat NFkB inh	CHOP UPR activ	697 NFkB inh	CCR6 antag	Gli-Sufu block
11	COc1ccc(CCN2CCCC(CN(C)C(=O)c3ccoc3)C2)cc1 (stereo unspecified)	13	-54	-1	4	-79	3.1	-95	1	-12
14	Cc1cc(=O)n2nc(N3CCCC(C(=O)NC4CCCCC4C)C3)sc2n1 (stereo unspecified)	0	6	-2	-8	-8	0.3	26	0	8
15	O=C(CSc1nnc(-c2ccncc2)o1)Nc1cccc(F)c1	-11	-7	4	-1	-35	16	-6	9	-12
9	CC1CCCC(C)N1C(=O)c1cccc2c1-c1ccccc1/C2=N/O (stereo unspecified)	4	31	-3	9	-1	-2.8	5	-1	3

Continued:
#	mol	EBI2 block	Mdm2-MdmX inh	XBP1 UPR activ	CXCR6 inh	Jurkat NFkB inh	CHOP UPR activ	697 NFkB inh	CCR6 antag	Gli-Sufu block
17	Cc1ccc2c(c1)c1nc3ccccc3nc1n2CCN1CCOCC1	16	-21	-1	7	-55	0.9	-122	12	1
18	Cc1ccc2nc(SC(C)C(=O)Nc3cccc([N+](=O)[O-])c3)[nH]c2c1 (stereo unspecified)	3	4	0	-5	10	0.6	-46	11	4
19	CCCC(=O)O[C@H]1C[C@@H](C)N(C(=O)c2ccccc2)c2ccc(C)cc21	9	22	-1	-4	-7	0.2	-3	26	3
20	N#Cc1c(-c2ccc(Cl)cc2)c2c([nH]c1=S)CCCC2	-6	2	-5	0	13	-0.1	-1	-2	-2
21	CCCCC(O)CN1CCC(c2ccccc2)CC1 (stereo unspecified)	-4	-1	-1	3	-9	-1.7	-23	20	-17
22	CC(C)Cn1c(N)c(C(=O)COC(=O)c2ccc([N+](=O)[O-])o2)c(=O)n(C)c1=O	0	13	-1	-20	10	5.8	19	-11	3
23	COc1ccccc1-c1nnc(SCC(=O)Nc2ccc(N3CCOCC3)cc2)n1C	-1	13	-3	1	6	-0.8	1	7	15
24	CN(C)CCCn1c(N)c(C#N)c2nc3ccccc3nc21	-5	22	-1	-10	10	-0.7	11	8	-11
25	CC(=O)Nc1cc(C(F)(F)F)ccc1N1CCOCC1	-5	-14	-1	-6	2	-1.3	8	-9	2
26	O=C(CCCn1c(=O)c2sccc2n(Cc2cc(=O)n3ccccc3n2)c1=O)NCc1ccco1	-11	-7	-3	-9	-2	0.7	-3	9	5
27	C=CCC(=O)OCC(=O)Nc1ccc(Cl)cn1	-5	2	2	2	-8	0.1	9	8	-122
28	CC(C)Sc1nc2c(c(=O)[nH]c(=O)n2C)n1C	-1	18	-2	-2	-2	-1.5	-3	-5	-4
29	Cc1ccc(OCc2nnc(SCC(=O)c3cccs3)n2-c2ccccc2)cc1C	23	9	-4	10	-5	0.7	-17	0	8
30	COc1ccccc1NC(=O)c1oc2ccccc2c1NC(=O)c1cc(OC)c(OC)c(OC)c1	8	70*	23	0	64*	0.5	-20	0	14
31	COC(=O)c1cccc(COC(=O)c2cc3ccccc3oc2=O)c1	5	-3	-2	-15	-14	1.8	-21	2	29
32	Cc1ccc(Cl)cc1NC(=O)C1CCN(S(C)(=O)=O)CC1	-8	-8	0	-1	10	2.0	14	4	-5
33	CC(C)C(=O)Nc1ccc(-c2nc3ccccc3c(=O)o2)cc1	1	0	-1	8	-5	1.1	-12	14	3
34	COc1cccc(-n2nnc3c(=O)n(CC(=O)N4CCCCC4)cnc32)c1	0	-32	3	-6	-10	0.6	3	-10	-3
35	Cc1cc(C)c(NC(=O)CNC(=O)Cc2ccc(S(=O)(=O)N3CCOCC3)s2)c(C)c1	-6	-3	-1	3	7	0.7	6	-2	2
36	O=C1CCC(C(=O)NCc2cccnc2)N1 (stereo unspecified)	-5	16	-1	-4	-3	-0.7	-23	3	-7
37	CN(C)Cc1cc(C(C)(C)C)cc(C(C)(C)C)c1O	4	-12	2	-10	-4	-0.8	9	14	13
38	COCCNc1ccc([N+](=O)[O-])cc1C(=O)NC1CCCc2ccccc21 (stereo unspecified)	1	17	-3	9	4	-0.3	5	29	-20
39	COc1ccc2c(c1)C(=O)N(c1ccc(C)cc1C)C(=O)C2(C)C	-1	28	1	13	10	-0.3	-1	-10	-11
40	CC(C)N1CCN(Cc2cn[nH]c2C2CCCCC2)CC1CCO (stereo unspecified)	1	15	-3	2	-11	-0.4	-13	-1	-2
41	Cc1ccc(S(=O)(=O)NCc2ccccn2)c(C)c1C	-7	-16	-4	-2	-20	-2.6	-41	12	-1
42	C/C(=N\O)c1cc(Cl)cc(Cl)c1O	3	7	-2	1	-8	2.8	5	-3	-2
43	Cc1cc(C)c(OCCNCc2ccccc2)c(C)c1	-5	15	4	-3	-4	0.1	15	10	13
44	O=S(=O)(/C=C/c1ccccc1)N1CCN(c2nc(-c3ccccc3)nc3ccccc23)CC1	12	-6	-3	4	2	-1.8	1	3	6
45	O=C1OCCN1CCNCc1cn(-c2ccc(F)cc2)nc1-c1ccccc1Cl	7	-5	-1	-1	7	-0.9	2	0	-10
46	CCOc1ccc(NC(=O)CCc2nnc3ccc(N4CCN(C)CC4)nn23)cc1	-8	10	-1	3	-3	1.1	6	21	35
47	Cc1oc(-c2cccc(Cl)c2)nc1CN1CCCC(C(=O)NCc2ccco2)C1 (stereo unspecified)	-11	19	2	-2	-1	-1.3	21	5	4
48	COc1ccc(-c2nn(-c3ccccc3)cc2/C=C2/SC(=S)N(Cc3ccco3)C2=O)c(C)c1	12	59*	-1	9	-1	1.7	16	5	12
49	Cc1scc(C(=O)N2CCN(c3ccc(Cl)cc3)CC2)c1C	1	8	-3	0	-2	-0.9	-6	10	6
50	O=C(NCc1cccs1)C1CCCN1C(=O)Nc1cccc(F)c1 (stereo unspecified)	-6	15	-1	-2	-5	1.5	23	6	11
51	CCn1c(SCC(=O)N2CCN(C)CC2)nc2c1c(=O)n(C)c(=O)n2C	1	-6	-1	7	5	0.9	12	-4	-8
52	COc1cccc(-n2nc(-c3ccnn3-c3ccccc3)c(=O)n(C)c2=O)c1	-1	-7	2	-9	-9	2.0	-17	12	-5
53	COc1ccc(CCNC(=O)COC(=O)C2CCCCC2)cc1	-12	4	-1	5	15	1.3	3	-3	3
54	COc1ccc(CN2CCN(C(=O)CC(C)C)CC2)cc1	-1	2	-3	-5	1	-2.4	-18	0	-3
55	COc1ccc(N(CC(=O)NCc2ccc3c(c2)OCO3)S(=O)(=O)c2ccccc2[N+](=O)[O-])c(OC)c1	-8	10	-4	3	12	-0.8	-38	3	1
56	O=S(=O)(c1ccc(Cl)c(Cl)c1)c1snnc1-c1ccccc1	-9	·	·	9	·	·	·	15	49
57	Cc1nnc(-c2cccc(Br)c2)c2cn(-c3cccc(Br)c3)nc12	23	27	1	4	16	0.8	29	32	-21
58	CCc1ccc(C(C(=O)NCc2ccccc2)N(C(=O)c2csnn2)C2CC2)cc1 (stereo unspecified)	-13	17	-3	9	3	2.7	23	14	-28
59	COc1ccc(CNC(=O)C(C)Sc2nc3ccccc3c(=O)n2CCCN2CCOCC2)cc1 (stereo unspecified)	-1	4	-1	0	-15	-0.4	4	1	0
60	Cc1ccccc1CCN(C(=O)CN1C(=O)c2ccccc2S1(=O)=O)C(C(=O)NCC1CCCO1)c1ccncc1 (stereo unspecified)	-3	-13	-2	-4	1	0.8	15	3	·
61	O=c1c2ccccc2nc2c3ccccc3cnn12	3	-32	2	3	-52	2.9	-32	6	-48
62	Cc1ccc(C2(C)NC(=O)N(CC(=O)Nc3cc(S(=O)(=O)N4CCCCC4)ccc3OC(C)C)C2=O)cc1 (stereo unspecified)	19	11	-1	8	11	-0.3	-13	3	29
63	C/C(O)=C(/C=Nc1ccccc1)C(=O)Nc1ccccc1	4	-4	-1	-3	-5	0.7	-2	-6	-7
64	O=C(OCCNc1ncc(C(F)(F)F)cc1Cl)c1ccc(S(=O)(=O)N2CCOCC2)cc1	0	-2	-2	0	3	-1.5	14	4	6
65	Cc1ccc(NC(=S)N(Cc2cccs2)Cc2cc3cc(C)cc(C)c3[nH]c2=O)cc1	-3	33	6	8	-17	9.0	-109	6	42
66	COc1ccc(N/C(C)=C2/C(=O)C(=O)N(CCO)C2c2ccc([N+](=O)[O-])cc2)cc1 (stereo unspecified)	-10	6	10	-10	9	-2.9	27	7	-14
67	Cc1ccc(C(C)C)cc1OCC(=O)N/N=C/c1ccc2c(c1)OCCO2	7	3	-1	-10	-18	2.3	-7	13	-12
68	Cn1c(=O)c2c(nc(CN3CCN(c4ccccc4)CC3)n2CCc2ccccc2)n(C)c1=O	10	14	-2	12	-6	-2.0	-5	17	3
69	NC(=O)CCC(NS(=O)(=O)c1ccc(Cl)cc1)C(=O)NCC1CCCCC1 (stereo unspecified)	3	7	-1	1	5	1.8	9	13	-8
70	Cc1ccccc1Cn1c(=N)n(CC(=O)c2ccc([N+](=O)[O-])cc2)c2ccccc21	21	·	·	-24	·	·	·	-5	32
